LAP4-GFP MLPCN: modulators of TOR pathway LAP4-GFP in S. cerevisiae; 320,000 compounds, 0.34% hits; S. cerevisiae LAP4-GFP multiplex, flow cytometry GFP, 3 h; median GFP as percent of DMSO wells; GFP response vs DMSO, % at 10 µM;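 active means GFP response vs DMSO above a set limit, about the screen mean plus 3 SD, cut at about 150% in these data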
AGP1 TOR yeast: yeast TOR pathway AGP1-GFP modulation; S. cerevisiae AGP1-GFP multiplex flow cytometry, 3 h; GFP as percent of DMSO wells; GFP response vs DMSO, % at 10 µM; 320,000 compounds, 0.02% hits;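 active means GFP response relative to DMSO above a set limit, near screen average plus 3 SD, cut at about 150% in these data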;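 further: median GFP channel fluorescence of the gated AGP1 strain per well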
VLA-4 inh: inhibition in a human VLA-4 binding assay | P13612 | inhibition, % (about 7 µM as worked out from the volumes in the protocol) | AID 2557 | 330,000 compounds, 0.2% hits | VLA-4 expressing cells, ligand binding flow cytometry; in the data active means inhibition above about 50%
Target sequence (P13612 whole entry, looked up): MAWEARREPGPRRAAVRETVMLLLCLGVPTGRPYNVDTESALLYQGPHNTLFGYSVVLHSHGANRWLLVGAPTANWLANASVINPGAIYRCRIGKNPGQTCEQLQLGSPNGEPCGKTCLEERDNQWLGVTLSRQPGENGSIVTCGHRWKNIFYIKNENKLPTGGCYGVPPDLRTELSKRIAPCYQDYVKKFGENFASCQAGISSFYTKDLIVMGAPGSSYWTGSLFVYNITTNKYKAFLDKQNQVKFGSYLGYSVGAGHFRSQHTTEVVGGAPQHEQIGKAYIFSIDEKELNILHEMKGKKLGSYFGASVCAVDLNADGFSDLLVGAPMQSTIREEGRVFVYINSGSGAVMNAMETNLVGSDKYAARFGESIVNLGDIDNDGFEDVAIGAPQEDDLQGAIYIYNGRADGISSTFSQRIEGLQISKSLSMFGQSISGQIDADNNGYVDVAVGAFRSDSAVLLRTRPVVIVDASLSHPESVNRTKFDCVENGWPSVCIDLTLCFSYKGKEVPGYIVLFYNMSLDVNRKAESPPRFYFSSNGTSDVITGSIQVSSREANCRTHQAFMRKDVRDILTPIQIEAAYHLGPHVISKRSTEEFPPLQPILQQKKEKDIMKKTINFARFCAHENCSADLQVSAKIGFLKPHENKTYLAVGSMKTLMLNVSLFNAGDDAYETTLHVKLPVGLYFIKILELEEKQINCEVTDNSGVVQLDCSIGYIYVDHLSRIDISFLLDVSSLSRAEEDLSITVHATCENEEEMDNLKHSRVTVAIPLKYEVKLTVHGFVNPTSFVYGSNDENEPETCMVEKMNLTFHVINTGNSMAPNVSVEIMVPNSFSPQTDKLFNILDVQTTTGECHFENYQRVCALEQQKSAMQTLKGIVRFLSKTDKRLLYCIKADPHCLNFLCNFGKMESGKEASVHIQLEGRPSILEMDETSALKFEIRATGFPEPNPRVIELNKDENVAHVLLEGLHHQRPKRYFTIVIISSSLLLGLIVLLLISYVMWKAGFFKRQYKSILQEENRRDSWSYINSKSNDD
RPL19A-GFP yeast: yeast TOR pathway RPL19A-GFP modulation. AID 2025. S. cerevisiae RPL19A-GFP strain, flow cytometry, 3 h; active compounds read low. 330,000 compounds, 0.3% hits. percent response vs DMSO, % at 10 µM;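 active means percent response vs DMSO below 50%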;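 further: median channel GFP fluorescence of the barcoded RPL19A-GFP strain; ratio of sample median GFP to plate DMSO average so 100% = DMSO; lower means less RPL19A-GFP as with rapamycin TOR inhibition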
GRK2 inh: human GRK2 inhibition via aptamer displacement; P25098; bead flow cytometry, FAM-aptamer displacement from GRK2; inhibition of aptamer binding, % at 10 µM; 330,000 compounds, 0.59% hits;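 active means inhibition of aptamer binding above 40%, roughly 3 SD of noise, on plates passing a quality check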;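 further: median bead fluorescence of bound FAM aptamer so fluorescent compounds give negative values; no value below 0 was filed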
CIT2 TOR yeast: modulators of TOR pathway CIT2-GFP in S. cerevisiae. S. cerevisiae CIT2-GFP strain, flow cytometry, 3 h; 100 means same as DMSO wells. GFP response vs DMSO, % at 10 µM. 320,000 compounds, 0.065% hits;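 active means GFP response relative to DMSO above a set limit, near the screen mean plus 3 SD, cut at about 150% in these data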;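 further: ratio of well median GFP fluorescence to mean of DMSO wells on the plate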
JMJD2C inh: human JMJD2C demethylase inhibition. Q9H3R0. GST-JMJD2C(1-420) H3K9me3 demethylation, DELFIA europium. inhibition, % at 2.35 µM. 330,000 compounds, 0.069% hits. AID 2099;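 active means more than half of a compound's replicate wells show inhibition beyond 50%, single wells judged on their own value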;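 further: signal counts dimethyl H3K9 product captured on neutravidin plate; 0% = median of DMSO wells and 100% = 0.3 times that DMSO median; strong numbers were not always called active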
MEP2 TOR yeast: alters MEP2-GFP fluorescence in TOR pathway yeast screen; S. cerevisiae MEP2-GFP strain, flow cytometry GFP, 3 h; 100% = DMSO control level; GFP response vs DMSO, % at 10 µM; 330,000 compounds, 0.51% hits; AID 2016;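 active means GFP response versus DMSO above a set limit, roughly screen mean plus 3 SD, cut at about 180% in these data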;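 further: median GFP fluorescence of the barcode-gated MEP2-GFP cells per well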
Active calls of the source: *; x = not tested or not shown.

Below each compound: LAP4-GFP MLPCN	AGP1 TOR yeast	VLA-4 inh	RPL19A-GFP yeast	GRK2 inh	CIT2 TOR yeast	JMJD2C inh	MEP2 TOR yeast
- O=C(O)c1ccccc1-c1ccccc1C(=O)Nc1ccccc1
    98	109	-1	x	0	108	-7	102
- Cc1cc(N2CCOCC2)cc(C)[n+]1[O-]
    93	101	8	102	1	106	-4	105
- OC(COCC1COc2ccccc2O1)CN1CCCCC1 (centres undefined)
    95	107	12	109	2	106	1	104
- COCCNC(=O)c1ccc(-n2c(SCc3ccncc3)nc3ccccc3c2=O)cc1
    102	104	9	103	1	101	7	109
- O=C(NCCc1ccccc1)C1CCC(CNS(=O)(=O)c2cccs2)CC1 (centres undefined)
    99	100	2	95	0	95	2	97
- COc1cccc(C(C(=O)NC(C)(C)C)N(CC(C)C)C(=O)CCC(=O)Nc2cc(C)on2)c1OC (centres undefined)
    100	99	-7	97	0	103	1	96
- CCN(c1ccccc1)S(=O)(=O)c1ccc(C(=O)Nc2cccc(NC(C)=O)c2)cc1
    95	101	-10	105	6	118	-4	100
- CC(=O)NS(=O)(=O)c1cccnc1Nc1cccc(Cl)c1C
    102	102	15	107	0	107	4	106
- Cc1csc(NC(=O)C2CCN(S(=O)(=O)c3ccc4c(c3)oc(=O)n4C)CC2)n1
    103	104	-9	101	0	96	-10	107
- CN1CCc2c(sc3nc(SCC(=O)N4CCOCC4)nc(N)c23)C1
    100	105	5	101	0	97	6	103
- CC(=O)c1c(C)[nH]c(C(=O)COC(=O)c2ccc(C)s2)c1C
    153*	124	0	118	0	120	8	131
- CC(=O)c1cc(CN2CCCCC2)cc(OC(C)C)c1
    100	104	6	101	0	102	-1	99
- CC1=NNC(=O)C1CC(=O)N/N=C/c1cccs1 (centres undefined)
    105	104	18	94	0	99	4	87
- CCN1CCN(c2ccc(S(=O)(=O)N3CCOCC3)cc2NC(=O)COc2ccc(F)cc2Cl)CC1
    74	88	8	109	0	101	-10	103
- CN(C)c1ccc2c3c(cccc13)C(=O)N(c1ccccc1)C2=O
    124	95	13	99	1	110	3	157
- O=S(=O)(c1ccccc1)c1nc(-c2ccco2)oc1NCCN1CCOCC1
    101	105	0	105	4	102	13	108
- COc1ccc(C(c2nnnn2Cc2cccs2)N2CCN(c3ccccc3F)CC2)cc1OC (centres undefined)
    105	98	2	94	1	92	4	93
- S=C(NCCc1ccccc1)N1CCOCC1
    103	108	0	104	3	106	1	110
- O=C(CCc1nc2cccnc2n1Cc1ccccc1)N1CCOCC1
    97	97	-2	94	1	106	3	101
- CC1=C(C(=O)Nc2ccc(C)cc2C)C(c2cccc(Cl)c2)n2nc(C(=O)OC(C)C)nc2N1 (centres undefined)
    90	99	19	104	0	97	-2	102
- CN1/C(=C\C(=S)NC(=O)c2cccc(Br)c2)C(C)(C)c2ccccc21
    98	90	-304	94	0	95	-10	99
- COc1ccc(C2=NN(C(=O)c3ccc(Cl)c([N+](=O)[O-])c3)C(c3ccccc3)C2)cc1 (centres undefined)
    93	100	1	101	0	94	4	98
- O=C(NCCc1ccccc1)c1ccc(-c2ccc(F)cc2)o1
    119	104	4	101	2	97	10	108
- CC1=C(C(=O)OCC(C)C)C(c2cc3c(cc2Br)OCO3)NC(=O)N1C (centres undefined)
    101	x	4	88	0	106	-2	142
- COc1ccc(CN2CCN(Cc3ccco3)CC2)c(OC)c1
    99	99	18	106	0	98	5	104
- CCN(CC)S(=O)(=O)c1ccc(C)c(NC(=S)Nc2cccc(S(=O)(=O)N3CCCCCC3)c2)c1
    97	108	-11	112	1	111	11	109
- COc1ccc(Cn2nnnc2C(c2ccc(N(C)C)cc2)N2CCC(C(N)=O)CC2)cc1 (centres undefined)
    107	103	-2	105	0	109	3	118
- Brc1ccc(CN2CCSCC2)cc1
    110	106	9	103	0	102	-1	111
- COc1cc(NC(=O)COC(=O)c2ccc(C)c(S(=O)(=O)N3CCCCC3)c2)c(C)cc1[N+](=O)[O-]
    99	103	9	102	9	101	3	100
- Cc1cccc(OCCn2c(=O)n(C)c3ccccc32)c1
    116	102	32	99	3	91	11	94
- O=S(=O)(NC1CCCCC1)c1cccc(-c2nnc(-c3ccccc3)o2)c1
    126	115	1	111	2	x	6	108
- CCCCc1c(O)nc(SCC(=O)Nc2cccc3ccccc23)n(-c2ccccc2OC)c1=O
    88	93	-12	90	0	91	0	88
- O=C(N/N=C/c1cccnc1)c1cc(C2CC2)nc2ccccc12
    100	105	1	104	1	103	-1	105
- COc1cc(C(=O)N2CCN(CC(O)COc3ccccc3)CC2)cc(OC)c1OC (centres undefined)
    113	118	0	103	0	119	-29	89
- Cc1ccc(-c2cc(-c3cccs3)[nH]n2)c(O)c1
    134	91	-1	95	1	99	-8	105
- COc1ccc(CC(=O)Nc2nc(C)cs2)cc1
    104	96	15	110	0	106	2	103
- CC(C(=O)N1c2ccccc2Sc2ccccc21)n1nnc(-c2cccs2)n1 (centres undefined)
    105	99	0	101	0	104	5	98
- COc1ccc(-c2[nH]ncc2-c2cnc(C)s2)c(O)c1
    104	97	17	99	1	92	-4	102
- COCC(=O)Nc1nnc(C2CCCCC2)s1
    91	103	6	99	0	x	7	99
- N#Cc1cncc(C#Cc2ccccc2)c1
    97	71	-13	101	0	108	3	101
- O=C(Nc1nccs1)C1CC(=O)N(Cc2ccco2)C1 (centres undefined)
    99	104	3	96	2	101	7	99
- O=C(CN1C(=O)c2ccccc2S1(=O)=O)c1ccc(O)c(O)c1
    109	109	-5	99	2	94	0	98
- CCc1cccc(NC(=O)c2ccc(Cn3c(=O)[nH]c4ccsc4c3=O)cc2)c1
    100	98	15	101	1	99	5	103
- COc1cccc(-c2nnc(SCC3CNC(=O)O3)n2-c2ccc(Cl)cc2)c1 (centres undefined)
    93	100	2	105	2	102	-11	103
- CCCCCCCCCC(=O)Nc1cccnc1
    99	100	9	98	3	88	6	93
- CCCN1CCC2(CC1)C(C#N)=C(N)Oc1c2sc2nc(C)cc(C)c12
    105	97	-9	99	0	95	0	100
- Cc1ccc(-n2nc3c(N4CCC(C(=O)NCc5ccccc5C)CC4)nnc(C)c3c2C)cc1
    95	98	2	96	0	102	0	97
- CCC(C)(C)C1CCc2[nH]nc(C(=O)NC(C)C)c2C1 (centres undefined)
    107	107	-10	101	0	96	2	100
- O=C(CSC(=S)N1CCOCC1)Nc1ncc2c(n1)CCCC2=O
    115	115	17	106	1	106	6	105
- C#CCOCCOCCOCCNc1nc(N2CCOCC2)nc(N2CCN(C(=O)CCCCCCCCCCNC(=O)[C@@H]([C@H](C)CC)n3cc(CCCCCN)nn3)CC2)n1
    94	104	1	99	2	96	-11	101
- CCCCCCn1nc(C(=O)OCC(=O)c2c(N)n(C)c(=O)n(C)c2=O)c2ccccc2c1=O
    95	97	-1	94	1	92	23	95
- CC1(OC(=O)CCc2ccccc2)C(=O)C=C2C=C(c3ccc(C#N)cc3)N(C3CC3)C=C2C1=O (centres undefined)
    99	106	36	99	0	106	1	105
- COc1cccc(C(=O)NCCSCc2ccccc2Cl)c1
    99	96	13	102	1	98	-30	112
- COc1ccc(NC(=O)c2ccc(NC(=O)c3ccco3)cc2)c(OC)c1
    102	89	-5	94	0	97	-8	108
- COc1ccc(NC(=O)C2CCN(c3ncnc4c3nc3n4CCCCC3)CC2)cc1Cl
    84	95	5	101	0	107	6	90
- Cc1ccc2nc(NCc3ccccc3)c(C=NCc3ccccc3)c(=O)n2c1
    104	92	-31	99	0	95	3	97
- CC(C)(C)c1ccc(OCc2ccc(C(=O)NCc3cccnc3)o2)cc1
    108	103	-6	110	0	99	0	100
- Cc1cc(C)n(-c2nncn2NC(=O)c2ccc(Cl)cc2O)n1
    97	103	0	99	0	107	7	103
- O=C(NCc1ccccc1)N1CCC(n2cnc3cc(F)ccc32)CC1
    106	108	-2	101	5	105	-12	106
- COc1cccc(C(=O)NC2CCN(CC(=O)Nc3cccc(C)c3C)CC2)c1
    76	89	18	96	1	85	0	83

(next part)
Below each compound: LAP4-GFP MLPCN	AGP1 TOR yeast	VLA-4 inh	RPL19A-GFP yeast	GRK2 inh	CIT2 TOR yeast	JMJD2C inh	MEP2 TOR yeast
- NS(=O)(=O)c1ccc(NC(=O)CSC2=NC(=O)C(c3ccccc3)C(=O)N2)cc1 (centres undefined)
    97	106	-3	102	100*	107	-7	100
- CCOC(=O)c1cc2cc(OC)ccc2[nH]1
    108	94	4	95	0	91	6	100
- CC1CCCCN1CCCNC(=O)Cn1ncc2c([nH]c3ccccc32)c1=O (centres undefined)
    104	102	-12	101	0	113	12	107
- CCOC(=O)C(C)Sc1nc2ccccc2c(=O)n1CC (centres undefined)
    103	108	-5	113	4	125	x	106
- C[C@@H]1COC(=O)[C@@H](CC(=O)OC(C)(C)C)C/C=C\C[C@@H](CC(=O)N[C@H](CO)Cc2ccccc2)C(=O)N1
    95	95	-2	94	0	83	10	97
- O=C(COC(=O)c1ccc([N+](=O)[O-])o1)NCCc1ccccc1
    89	96	20	97	1	93	-1	99
- COc1ccc(S(=O)(=O)N2CCOC2CNC(=O)C(=O)NCc2ccccc2Cl)cc1 (centres undefined)
    108	102	0	100	2	105	15	106
- Cc1c(-n2c(=O)n(Cc3ccccc3)c(=O)c3[nH]cnc32)cccc1S(C)=O (centres undefined)
    95	105	31	106	0	104	16	104
- COc1cc(-c2nc(-c3ccccc3)c(-c3cccs3)[nH]2)cc(OC)c1OC
    102	107	-20	105	0	100	4	97
- CCOc1ccc(NC(=O)/C=C/c2ccc(OC)cc2)c([N+](=O)[O-])c1
    109	97	14	102	2	107	-2	97
- CCCN(Cc1cc2cc(C)ccc2[nH]c1=O)C(=O)c1ccccn1
    102	100	-5	97	0	94	5	104
- CC1CN(C(=S)Nc2ccc(SC(F)F)cc2)CC(C)O1 (centres undefined)
    99	104	-11	103	0	106	0	95
- CCc1ccc(N2CCN(CCNC(=O)Nc3ccccc3)CC2)cc1
    96	99	5	101	0	97	6	102
- O=C(NCCCn1ccnc1)/C(=C/c1ccco1)NC(=O)c1cccs1
    102	101	-11	97	1	97	-4	109
- N/C(=N\OC(=O)c1ccco1)c1ccc(Br)cc1
    87	71	-2	90	0	91	-1	89
- COc1ccccc1NC(=O)c1ccccc1Nc1ccccc1
    109	106	7	102	3	97	6	108
- COc1cccc(CNC(=O)COC(=O)/C(C#N)=C/c2ccc(N(C)C)cc2)c1
    106	104	-12	104	0	101	-5	105
- Cn1c(/C(C#N)=C(\O)c2ccc(Br)s2)nc2ccccc21
    91	96	-3	101	0	114	5	103
- COc1ccccc1NC(=O)CN(Cc1ccccc1)S(C)(=O)=O
    89	94	2	95	3	89	14	92
- O=C(CC1NCCNC1=O)Nc1cc(Cl)cc(Cl)c1 (centres undefined)
    91	89	9	100	0	89	9	97
- C=CC[C@@H](CC(=O)N(CCO)Cc1ccccc1)C(=O)N[C@H](C)COC(=O)[C@@H](CC=C)Cc1ccc(F)cc1
    87	90	8	95	1	100	4	97
- COc1ccc(S(=O)(=O)Nc2nncs2)cc1
    104	102	3	100	0	96	-2	108
- COc1cc(C(=O)Nc2cc3c(cc2N2CCCCC2)n(C)c(=O)n3C)cc(OC)c1OC
    111	104	2	94	4	99	9	107
- COc1cc(OC)c(CNC2CCCCCC2)cc1Br
    105	96	-7	98	1	95	6	86

As entered above:
For MEP2 TOR yeast, `N#Cc1cncc(C#Cc2ccccc2)c1` reads 101
For LAP4-GFP MLPCN, `COc1ccc(Cn2nnnc2C(c2ccc(N(C)C)cc2)N2CCC(C(N)=O)CC2)cc1` (centres undefined) reads 107
